GRK2 aptamer HTS: inhibitors of human GRK2 displacing RNA aptamer; actives 0.59% (n = 330,000); inhibition of aptamer binding, % at 10 µM; bead flow cytometry, FAM-aptamer displacement from GRK2;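 active = inhibition of aptamer binding above 40%, roughly 3 SD of noise, on plates passing a quality check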;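 also: median bead fluorescence of bound FAM aptamer so fluorescent compounds give negative values; no value below 0 was filed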
Target sequence (P25098 whole entry, looked up): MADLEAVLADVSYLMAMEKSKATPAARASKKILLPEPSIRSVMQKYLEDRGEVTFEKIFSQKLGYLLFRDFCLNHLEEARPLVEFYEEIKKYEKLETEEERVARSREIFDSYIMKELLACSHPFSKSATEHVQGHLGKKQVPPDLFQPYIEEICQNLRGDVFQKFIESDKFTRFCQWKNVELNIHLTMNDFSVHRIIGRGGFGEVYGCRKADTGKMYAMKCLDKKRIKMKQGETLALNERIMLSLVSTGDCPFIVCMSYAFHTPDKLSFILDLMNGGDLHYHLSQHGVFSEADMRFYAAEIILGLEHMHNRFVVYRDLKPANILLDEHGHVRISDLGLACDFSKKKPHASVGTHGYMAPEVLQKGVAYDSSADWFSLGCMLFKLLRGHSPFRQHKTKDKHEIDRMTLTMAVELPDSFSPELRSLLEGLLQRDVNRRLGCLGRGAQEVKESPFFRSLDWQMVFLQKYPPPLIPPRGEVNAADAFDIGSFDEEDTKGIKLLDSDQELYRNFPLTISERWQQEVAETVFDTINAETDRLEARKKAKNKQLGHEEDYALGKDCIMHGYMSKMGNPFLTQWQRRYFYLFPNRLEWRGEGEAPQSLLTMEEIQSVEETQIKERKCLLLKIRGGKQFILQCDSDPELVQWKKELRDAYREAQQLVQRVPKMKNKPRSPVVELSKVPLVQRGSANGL
VLA-4 inh: inhibition in a human VLA-4 binding assay; P13612; VLA-4 expressing cells, ligand binding flow cytometry; inhibition, % (about 7 µM as worked out from the volumes in the protocol); actives 0.2% (n = 330,000); in the data active = inhibition above about 50%
AGP1-GFP MLPCN: yeast TOR pathway AGP1-GFP modulation; S. cerevisiae AGP1-GFP multiplex flow cytometry, 3 h; GFP as percent of DMSO wells; GFP response vs DMSO, % at 10 µM; actives 0.02% (n = 320,000);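 active = GFP response relative to DMSO above a set limit, near screen average plus 3 SD, cut at about 150% in these data; inconclusive = fewer than 70 cells counted for the yeast strain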;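 also: median GFP channel fluorescence of the gated AGP1 strain per well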
RPL19A TOR yeast: yeast TOR pathway RPL19A-GFP modulation; actives 0.3% (n = 330,000); percent response vs DMSO, % at 10 µM; S. cerevisiae RPL19A-GFP strain, flow cytometry, 3 h; hits give low values;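 active = percent response vs DMSO below 50%; inconclusive = fewer than 70 events counted for the yeast strain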;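 also: median channel GFP fluorescence of the barcoded RPL19A-GFP strain; ratio of sample median GFP to plate DMSO average so 100% = DMSO; lower means less RPL19A-GFP as with rapamycin TOR inhibition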
CIT2-GFP yeast: modulators of TOR pathway CIT2-GFP in S. cerevisiae; S. cerevisiae CIT2-GFP strain, flow cytometry, 3 h; 100 means same as DMSO wells; actives 0.065% (n = 320,000); GFP response vs DMSO, % at 10 µM;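 active = GFP response relative to DMSO above a set limit, near the screen mean plus 3 SD, cut at about 150% in these data; inconclusive = Fewer than 70 cells measured for a yeast strain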;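 also: ratio of well median GFP fluorescence to mean of DMSO wells on the plate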
CR mimetic SO: caloric restriction mimetics inhibiting age-related superoxide in yeast; S. cerevisiae aged cells, superoxide DHE fluorescence; hits give low values; superoxide response (% of plate mean), % at 10 µM; actives 0.18% (n = 330,000); AID 2690;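 active = superoxide response under a set limit, about three screen SD below normal, cut at about 65% in these data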;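 also: yeast aged for seven days with compound at 30 °C before DHE staining; 100% = average MFI of all compound-treated wells on the plate with controls excluded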
MEP2-GFP yeast: modulators of TOR pathway MEP2-GFP in S. cerevisiae | S. cerevisiae MEP2-GFP strain, flow cytometry GFP, 3 h; 100% = DMSO control level | GFP response vs DMSO, % at 10 µM | actives 0.51% (n = 330,000);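 active = GFP response versus DMSO above a set limit, roughly screen mean plus 3 SD, cut at about 180% in these data; inconclusive = fewer than 70 cells counted for a yeast strain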;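 also: median GFP fluorescence of the barcode-gated MEP2-GFP cells per well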
LAP4 TOR yeast: alters LAP4-GFP fluorescence in TOR pathway yeast screen; actives 0.34% (n = 320,000); S. cerevisiae LAP4-GFP multiplex, flow cytometry GFP, 3 h; median GFP as percent of DMSO wells; GFP response vs DMSO, % at 10 µM;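 active = GFP response vs DMSO above a set limit, about the screen mean plus 3 SD, cut at about 150% in these data; inconclusive = under 70 cell events counted for the yeast strain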
* marks the source's active call; other numbers are inactive results; ? = inconclusive; . = not tested or not shown; [ ] = dose if it differs, or a comment.

Every second line gives: GRK2 aptamer HTS	VLA-4 inh	AGP1-GFP MLPCN	RPL19A TOR yeast	CIT2-GFP yeast	CR mimetic SO	MEP2-GFP yeast	LAP4 TOR yeast
- O=C(O)CN1C(=O)NC2(CCCc3ccccc32)C1=O (stereo not drawn)
 : 0	-7	103	104	103	105	103	98
- CSC1=NC2(C)CCCCC2C12C=CC(=O)C=C2 (stereo not drawn)
 : 0	5	109	101	107	109	100	112
- CCn1c(=N)n(CC(=O)c2cccc([N+](=O)[O-])c2)c2ccccc21
 : 2	-2	101	101	103	89	101	100
- Cc1cc(C)cc(C(=O)Nc2nc3ccccc3[nH]2)c1
 : 0	-9	93	99	97	76	98	104
- CCOC(=O)Cc1csc(NC(=O)COc2ccc3ccccc3c2)n1
 : 0	5	99	102	98	114	103	101
- COc1ccc(Cl)cc1NC(=S)Nc1ccccc1F
 : 1	15	87	92	92	96	97	96
- CCOc1ccc(OCC)c(NC(=O)Cn2cccc2)c1
 : 0	4	92	94	83	114	100	106
- CCCCc1cc(=O)oc2cc(OCC(=O)Nc3cccnc3)c(Cl)cc12
 : 2	-3	95	99	101	97	103	91
- Cc1ccc(Nc2nnc(SCc3nc4ccccc4c(=O)[nH]3)s2)cc1
 : 0	5	110	101	101	103	100	106
- O=C(NC(=S)Nc1ccccc1)c1ccc(Br)o1
 : 0	11	91	93	86	103	95	101
- Cc1ccc(C(=O)Oc2coc(CSc3nnc(NC(=O)C4CC4)s3)cc2=O)cc1
 : 1	1	101	104	98	95	110	100
- CC1CCCN(C(=O)COC(=O)C2CCN(S(=O)(=O)c3c(Cl)cccc3Cl)CC2)C1 (stereo not drawn)
 : 0	6	95	91	82	107	91	99
- COc1ccc(CN2C(=O)c3cccnc3C2Nc2cc(Cl)c(OC)cc2OC)cc1 (stereo not drawn)
 : 0	0	100	103	102	158	104	105
- CSC1=NCCN1C(=O)c1ccc(Br)o1
 : 2	12	97	95	97	79	111	101
- COc1ccccc1N(CC(=O)N1CCCCCC1)S(=O)(=O)c1ccc(C)cc1
 : 0	-11	94	98	98	102	98	100
- CCOC(=O)c1c(OCC)[nH]c2ccc(O)cc12
 : 0	45	105	99	98	117	99	96
- Cc1c(Cl)cccc1NC(=O)COC(=O)C12CC3CC(CC(O)(C3)C1)C2
 : 8	11	95	98	95	104	98	109
- O=C(c1cccc(S(=O)(=O)N2CCCC2)c1)N1CCN(Cc2ccccc2)CC1
 : 0	4	104	104	104	113	99	101
- Nc1ccc(Br)c2c1C(=O)c1ccccc1C2=O
 : 8	2	71	62	128	103	134	143
- CC1(C)CC(=O)c2c(S(C)(=O)=O)sc(Br)c2C1
 : 0	9	112	101	91	101	100	110
- COCCn1c(SCC(=O)NC2CCCCC2C)nc2ccccc2c1=O (stereo not drawn)
 : 2	1	105	102	106	108	104	99
- COc1cc(OC)c(NC(=S)Nc2cccc(C)c2)cc1Cl
 : 0	-8	100	98	99	104	101	105
- CN1CCN(NC(=O)c2cc(Br)ccc2Cl)CC1
 : 1	2	106	96	94	105	98	96
- COC(=O)c1cc(S(=O)(=O)NCC2CCN(Cc3ccc(C)cc3)CC2)cn1C
 : 0	-2	95	99	96	77	96	91
- CCOC(=O)C1=C(NC#N)OC(C)=C(C)C1c1ccc(O)cc1 (stereo not drawn)
 : 1	-10	101	96	97	101	103	96
- COc1ccc(S(=O)(=O)/N=C2\C=C(NS(=O)(=O)c3ccccc3)C(=O)c3ccccc32)cc1
 : 5	-9	106	101	98	98	107	95
- Cc1nnc(N2C(=O)c3cccc4c([N+](=O)[O-])ccc(c34)C2=O)s1
 : 0	-30	82	102	106	102	149	116
- CCOC(=O)C(=NCCCN(C)C)NNc1cc(C(F)(F)F)ccc1Cl
 : 0	1	104	103	107	112	102	93
- c1ccc2c(c1)NC1(CCCC1)n1c-2nc2ccccc21
 : 0	-1	94	93	92	98	100	97
- CC(C)CC(=O)NS(=O)(=O)c1ccc(NS(C)(=O)=O)cc1
 : 0	0	101	111	106	99	106	99

Individual results from the results shown.
Entry for CSC1=NCCN1C(=O)c1ccc(Br)o1 in VLA-4 inh: 12
Entry for CCn1c(=N)n(CC(=O)c2cccc([N+](=O)[O-])c2)c2ccccc21 in CR mimetic SO: 89

Continuation:
Every second line gives: GRK2 aptamer HTS	VLA-4 inh	AGP1-GFP MLPCN	RPL19A TOR yeast	CIT2-GFP yeast	CR mimetic SO	MEP2-GFP yeast	LAP4 TOR yeast
- CC(OC(=O)CCCN=C1NS(=O)(=O)c2ccccc21)C(=O)c1ccccc1 (stereo not drawn)
 : 2	-7	99	95	86	99	97	93
- COc1ccc(C(C)=O)cc1COC(=O)C(CO)NS(=O)(=O)c1ccc(Br)cc1 (stereo not drawn)
 : 4	4	94	97	96	95	103	97
- CCC(CO)Oc1cc(NCc2cccc(F)c2)c2ncn(C(C)C)c2c1 (stereo not drawn)
 : 0	-12	94	98	89	98	97	90
- O=C(COC(=O)Cn1cnc2ccccc2c1=O)NCC12CC3CC(CC(C3)C1)C2
 : 0	11	100	98	101	93	98	100
- CCC/C(O)=C1\C(=O)CC(C)(C)CC1=Nc1ccccc1O
 : 4	7	97	93	93	87	102	100
- O=C(Nc1ccccc1N1CCOCC1)c1cccc(S(=O)(=O)N2CCOCC2)c1
 : 1	-2	99	95	91	112	94	96
- COC(=O)c1cccc(-c2ccc(/C=N/N3C(=O)C4C5C=CC(C6CC56)C4C3=O)o2)c1 (stereo not drawn)
 : 0	-17	.	88	96	108	99	99
- Clc1ccccc1C1SCC2Nc3ccccc3CN21 (stereo not drawn)
 : 0	0	100	100	100	102	101	102
- CSCCC(NC(=O)c1ccco1)C(=O)NCC1CCCO1 (stereo not drawn)
 : 0	4	104	109	97	90	101	110
- Cn1cc(-c2nnnn2-c2cccc(C(F)(F)F)c2)c(C(F)(F)F)n1
 : 0	-13	103	101	107	107	98	95
- CCOC(=O)C1=C(C)Nc2ncnn2C1c1cccnc1 (stereo not drawn)
 : 2	-2	94	98	94	99	100	98
- CCCOc1ccc(CC(=O)NCC2(c3ccccc3)CCOCC2)cc1OC
 : 2	16	100	104	97	101	96	100
- Cc1cc(NC(=O)c2ccc([N+](=O)[O-])cc2Cl)ccc1NC(=O)c1ccco1
 : 0	-3	101	106	100	110	110	104
- O=C(CSc1nnc2ccccn12)NNC(=O)c1ccc(F)cc1
 : 0	11	104	107	105	81	98	95
- CCCc1cc(=O)[nH]c(SCC(=O)Nc2ncc(S(=O)(=O)c3ccc([N+](=O)[O-])cc3)s2)n1
 : 0	5	105	102	102	113	106	102
- O=C(CN1C(=O)NC2(CCc3ccccc32)C1=O)NCC(=O)Nc1ccc(F)cc1 (stereo not drawn)
 : 0	7	112	111	108	108	110	106
- CCOC(=O)c1ccc(Oc2nc(NC(C)(C)C)nc(N(C)C)n2)cc1
 : 0	7	91	93	95	100	98	98
- CC(C)(C)c1ccc(C(CC(=O)O)NC(=O)CSc2ccccc2)cc1 (stereo not drawn)
 : 3	0	100	95	111	97	97	97
- COc1cc2c(cc1OC)C(C(=O)O)C(c1ccc(C)o1)N(C)C2=O (stereo not drawn)
 : 0	-1	106	102	105	102	106	111
- COc1nc(-c2ccccc2)nc(-c2ccccc2)c1C
 : 3	-1	104	102	92	86	103	99
- CC(Oc1ccc(Cl)cc1)C(=O)N(C)CC(=O)Nc1ccc(N2CCOCC2)cc1 (stereo not drawn)
 : 0	-11	72	98	85	95	89	67
- CCCc1cc(=O)n2nc(N3CCC(C(=O)NCc4ccc(C)o4)CC3)sc2n1
 : 0	-8	94	105	105	95	112	79
- NC(=O)c1cc([N+](=O)[O-])c(Cl)cc1NCc1ccccn1
 : 1	12	84	95	85	89	95	121
- Cc1c(NC(=O)CNCc2ccc3c(c2)OCO3)c(=O)n(-c2ccccc2)n1C
 : 2	1	91	99	119	96	99	106
- O=C(/C=C/Nc1cccc(C(F)(F)F)c1)C(F)(F)F
 : 0	0	96	99	105	95	102	98
- COc1cc(NC(=O)C2CCN(S(=O)(=O)c3cccc4nonc34)CC2)cc(OC)c1
 : 0	29	97	100	92	106	103	101
- COc1ccc(CNS(=O)(=O)c2cc(-c3cc(C)no3)ccc2C)cc1OC
 : 2	9	107	94	94	117	93	100
- COc1ccc(CN2CCCCC2C)cc1C (stereo not drawn)
 : 0	-7	108	103	108	98	106	108
- Cc1c(/C=C(\CC(=O)O)c2nc3ccccc3s2)cc(C#N)n1C
 : 3	3	101	99	86	106	104	111
- CN(C)c1nc(N)nc(Nc2ccccc2C#N)n1
 : 0	-3	99	98	106	91	109	103
- CC(Sc1nc2c(N)ncnc2n1CCOc1ccccc1)C(=O)O (stereo not drawn)
 : 0	3	95	99	94	115	93	91
- S=C(NCc1ccccc1)N1CCCCC1
 : 2	-3	106	106	108	103	105	93
- O=C1CCC(=O)N1c1nc2nc(-c3ccccc3)cc(-c3ccccc3)n2n1
 : 0	6	99	102	101	103	107	98
- CCOc1cc(C(=O)Nc2ccccc2N2CCOCC2)ccc1OCC(=O)N1CCCCC1
 : 1	2	96	93	99	94	100	95
- OCC1(Cc2cccc(Cl)c2)CCCN(Cc2cnn(-c3ccccc3)c2)C1 (stereo not drawn)
 : 0	10	98	95	98	104	96	100
- CCOc1ccc(NC(=O)CSc2nc3ccccc3nc2N2CC(C)OC(C)C2)cc1 (stereo not drawn)
 : 3	-8	96	97	95	131	97	97
- COc1ccc(CCNC(=S)Nc2ccc(OC)cc2)cc1
 : 52*	3	100	104	103	89	105	112
- COC(=O)C1=C(C)NC2=C(C(=O)CCC2)C1c1cccc(C)n1 (stereo not drawn)
 : 0	0	99	101	107	110	102	107
- O=C(Nc1nnc(C2CC2)s1)c1cccnc1Oc1ccc(Cl)cc1
 : 2	-1	80[may fluoresce red and violet]	?	?	101	83[may fluoresce red and violet]	?
- O=C(O/N=C1\CCCc2ccccc21)c1cccc(Cl)c1
 : 0	-5	103	103	.	102	102	104
- O=[N+]([O-])c1ccc(NC(=S)N2CCc3ccccc32)cc1
 : 1	0	71	103	87	97	96	106
- COc1ccc(OC)c(S(=O)(=O)Nc2ccccc2F)c1
 : 0	19	105	99	107	91	99	99
- COC(=O)c1ccc(NC(=O)c2ccc[n+]([O-])c2)cc1
 : 3	2	103	106	100	88	103	88
- CC(C(=O)NC1CCCCC1)N1C(=O)C2C3C=CC(C3)C2C1=O (stereo not drawn)
 : 3	13	99	97	91	97	95	94
- N#Cc1ccc(OCC(=O)N2CCN(S(=O)(=O)c3cccs3)CC2)cc1
 : 1	-2	.	90	92	98	94	95
- CCOCCSc1nc2c(c(-c3cccs3)c1C#N)CC/C2=C/c1cccs1
 : 6	23	91	98	97	96	98	87
- NC(=O)C(CC(=O)O)NC(=O)[C@@H]1CCOc2c(I)cc([N+](=O)[O-])cc2C(=O)N[C@@H](CCC(=O)O)C(=O)N[C@@H](CO)C(=O)N1 (stereo partly drawn)
 : 13	20	87	102	77	100	91	107
- Cc1ccc(NC(=O)C2CCCN(S(=O)(=O)c3c(C)noc3/C=C/N(C)C)C2)c(C)c1 (stereo not drawn)
 : 0	6	113	108	113	88	114	96
- COc1cccc(-c2nc3ccccc3s2)c1
 : 2	18	100	96	105	93	107	102
- C(=C1/CCCC2=C1Nc1ncnn1C2c1ccccc1)/c1ccccc1 (stereo not drawn)
 : 4	13	100	96	98	95	97	96
- COc1ccccc1CN1C[C@@H]2C[C@@H](C3=Cc4cccc(OC)c4OC3)N3CCC[C@@]23C1=O
 : 0	3	98	104	138	87	131	112
- CCCCN(CC)C(=S)Nc1ccc2nc3n(c(=O)c2c1)CCCCC3
 : 0	7	109	105	109	100	109	101
